# GRP78 ERSR act = qHTS for Inducers of the Endoplasmic Reticulum Stress Response (ERSR) in Human Glioma: qHTS; Potency, µM, inactives show at the top dose activation, most hits filed as activators; AID 602332, 2012; U87-MG GRP78 promoter luciferase reporter, 16 h; actives 0.02% (n = 420,000); note: potency is the fitted concentration of half-maximal effect; series mostly up to about 76 µM; % of control where 0% means no effect; nearly all actives have a fitted effect of over 35% in size
#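 ERSR induction read as luciferase luminescence (Bright-Glo, 10 min at room temperature) in stably transfected human U87-MG glioma cells exposed to compounds for 16 h, using GRP78 as sensor.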
# Vif-A3F inh = qHTS for Inhibitors of Vif-A3F Interactions: qHTS | HeLa A3F-eYFP + Vif (tagged APOBEC3F with the HIV-1 protein that degrades it), YFP fluorescence increase | actives 0.2% (n = 390,000) | Potency, µM (titrated, usually from 46.1 µM), without a hit: at the top dose activity, negative = active | AID 602313, 2012; note: potency is the fitted concentration of half-maximal effect; % of control where 0% means no effect; nearly all actives have a fitted effect of over 65% in size
#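 Fluorescence increase (Ex 488/Em 500-530) after overnight compound treatment at 37 deg C flags inhibition of Vif-driven A3F-eYFP loss in stable HeLa A3F-eYFP/Vif cells seeded overnight beforehand.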
# RXFP1 agonist = qHTS Assay for Agonists of the Relaxin Receptor RXFP1 | actives 0.3% (n = 370,000) | AID 2676, 2010 | Relaxin receptor 1 (Homo sapiens), Q9HBX9 | Potency, µM (titrated, usually from 57.5 µM), without a hit: top-dose activation, actives largely listed as activators | HEK293T-RXFP1 cAMP TR-FRET, 30 min; response scale: percent of porcine relaxin response, buffer zero; note: potency is the fitted concentration of half-maximal effect; % is set by controls: 0 for no effect and ±100 for the full control effect; nearly all actives have a fitted effect of over 60% in size; many of its hits are not listed in these tables
#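 cAMP rise read by TR-FRET after 30 min, 37C compound exposure (up to 58 uM) in RXFP1-transfected HEK293 cells with Ro 20174 present. EC50 from Hill-equation fits, with 29 nM porcine relaxin as 100% and buffer as basal.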
# LDHA inh = qHTS assay for inhibitors of human lactate dehydrogenase; L-lactate dehydrogenase A chain (Homo sapiens), P00338; purified LDHA, NADH/diaphorase-resazurin fluorescence; hits give low values; activity change, % (values are at about 110 or 230 µM); actives 0.15% (n = 480,000); AID 1347041, 2019; in the data active = activity change below about -30%; inconclusive = mostly about -25% to -30%;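 note: plate controls were DMSO wells for no effect and wells without enzyme for full effect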
#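 Human LDH5 (2 nM) was incubated with 0.06 mM NADH and 0.2 mM pyruvate for 5 min at room temperature in Tris pH 7.4. Remaining NADH was coupled through diaphorase/resazurin, and resorufin fluorescence was read at 0 and 20 min.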
# PI4K2A inh = qHTS for small molecular inhibitors of PI4K2A; AID 1346378, 2018; activity change, negative = inhibition, % at 76.9 µM; purified PI4K2A, ADP-Glo luminescence, 1 h; hits give low values; actives 0.13% (n = 420,000); in the data active = activity change below about -50%; inconclusive = mostly about -30% to -49%;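 note: -100% = wells without enzyme as full effect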
# Target sequence (Q9BTU6 whole entry, looked up): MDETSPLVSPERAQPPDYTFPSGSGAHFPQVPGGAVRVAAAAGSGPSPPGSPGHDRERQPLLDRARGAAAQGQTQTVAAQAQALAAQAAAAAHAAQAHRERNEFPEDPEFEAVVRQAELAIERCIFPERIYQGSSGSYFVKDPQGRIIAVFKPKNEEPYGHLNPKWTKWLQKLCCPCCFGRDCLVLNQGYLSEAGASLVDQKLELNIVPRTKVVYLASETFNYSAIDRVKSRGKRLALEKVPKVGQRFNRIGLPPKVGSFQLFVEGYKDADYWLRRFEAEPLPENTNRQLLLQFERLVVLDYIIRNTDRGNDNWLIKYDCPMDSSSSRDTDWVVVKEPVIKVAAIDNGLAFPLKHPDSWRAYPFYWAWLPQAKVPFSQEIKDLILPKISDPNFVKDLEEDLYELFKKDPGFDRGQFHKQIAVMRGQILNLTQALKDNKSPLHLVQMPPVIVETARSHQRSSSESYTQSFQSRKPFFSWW
#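 In this quantitative HTS, ADP production by PI4K2A was quantified luminescently after 1 h at ambient temperature; 100 microM adenosine served as plate-quality control.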
# TrxR1 substrate = qHTS Assay for Substrates of Mammalian Selenoprotein Thioredoxin Reductase 1 (TrxR1): qHTS; Thioredoxin reductase 1, cytoplasmic (Rattus norvegicus), O89049; purified TrxR1 substrate turnover, NADPH consumption readout; Potency, µM (titrated, usually from 114 µM), without a hit: at the highest dose activity change, negative = substrate turnover; actives 0.01% (n = 390,000); AID 588456, 2011; note: potency is the fitted concentration of half-maximal effect; % is set by controls: 0 for no effect and ±100 for the full control effect; nearly all actives have a fitted effect of over 50% in size
#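 Rat TrxR1, dispensed at 90 nM, was prereduced with 400 uM NADPH (final) for 5 min at ~22 deg C, then incubated with compound 15 min before 400 uM selenite. A first-read NADPH fluorescence drop versus no-compound background flagged substrates.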
# IDH1 R132H inh = qHTS for Inhibitors of mutant isocitrate dehydrogenase 1 (IDH1): qHTS. Isocitrate dehydrogenase [NADP] cytoplasmic (Homo sapiens), O75874. IDH1-R132H enzyme, NADPH consumption, diaphorase/resazurin fluorescence. Potency, µM (titrated, usually from 76.6 µM), for the others: top-dose activity change, negative = inhibition, actives largely listed as inhibitors. actives 0.093% (n = 390,000). AID 602179, 2012; note: potency is the fitted concentration of half-maximal effect; % is set by controls: 0 for no effect and ±100 for the full control effect; nearly all actives have a fitted effect of over 65% in size
# Target sequence (O75874 whole entry R132H, stated change not applied): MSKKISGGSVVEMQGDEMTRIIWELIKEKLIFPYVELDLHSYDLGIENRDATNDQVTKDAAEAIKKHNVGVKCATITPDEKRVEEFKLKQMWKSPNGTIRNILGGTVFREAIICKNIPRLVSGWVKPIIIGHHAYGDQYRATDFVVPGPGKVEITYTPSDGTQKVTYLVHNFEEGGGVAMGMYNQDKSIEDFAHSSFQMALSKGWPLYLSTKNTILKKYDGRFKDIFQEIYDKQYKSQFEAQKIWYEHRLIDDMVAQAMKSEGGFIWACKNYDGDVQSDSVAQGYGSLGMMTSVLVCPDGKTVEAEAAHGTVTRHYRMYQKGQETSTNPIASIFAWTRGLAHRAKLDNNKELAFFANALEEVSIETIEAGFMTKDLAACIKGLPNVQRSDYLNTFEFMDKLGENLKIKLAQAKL
#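 IDH1-R132H (0.5 ug/mL) preincubated 30 min with compound, then NADPH (0.016 mM) and alpha-KG (2 mM) added; 80 min at RT, pH 7.5. Remaining NADPH coupled via diaphorase/resazurin to fluorescence (540/590 nm); concentration-response curves normalized to no-enzyme control.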
# Vif-A3G inh = qHTS for Inhibitors of Vif-A3G Interactions: qHTS | HeLa A3G-eYFP + Vif (tagged APOBEC3G with the HIV-1 protein that degrades it), YFP fluorescence, overnight | DNA dC->dU-editing enzyme APOBEC-3G (Homo sapiens), Q9HC16 | Potency, µM (highest dose often 46.1 µM), for inactives: at the top dose activity, negative = active, most hits filed as inhibitors | actives 0.076% (n = 410,000);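 note: potency is the fitted concentration of half-maximal effect; % is set by controls: 0 for no effect and ±100 for the full control effect; nearly all actives have a fitted effect of over 60% in size; hits raise eYFP signal because A3G escapes Vif-driven loss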
#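 Read-out is eYFP fluorescence (Ex 488/Em 500-530) from Vif-expressing HeLa A3G-eYFP cells; more signal means A3G escaped Vif-mediated degradation. Cells plated overnight, compound pinned in, incubated overnight at 37 deg C.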
# USP1 inh = Inhibitors of USP1/UAF1: Primary Screen. Ubiquitin carboxyl-terminal hydrolase 1 (Homo sapiens), O94782. recombinant USP1/UAF1, Ub-Rhodamine cleavage fluorescence. Potency, µM (doses to about 57.1 µM), for the others: top-dose activity change, negative = inhibition, usual class: inhibitors. actives 0.23% (n = 390,000). AID 743255, 2014; note: potency is the fitted concentration of half-maximal effect; % is set by controls: 0 for no effect and ±100 for the full control effect; nearly all actives have a fitted effect of over 60% in size; inactives centre near -12
#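 USP1/UAF1 complex at 1 nM was preincubated with compound for 15 min at room temperature, then Ub-Rho substrate (150nM final) was added. Fluorescence (480/540 nm) was read kinetically, 6 reads every 60 seconds.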
# * marks the source's active call; other numbers are inactive results; ? = inconclusive; · = not tested or not shown; & = joins results of further samples; [ ] = dose if it differs, or a comment. Unless noted, calls come from the whole dose curve; as a rule, active = well fitted curve in the direction sought with a large enough effect; inconclusive = small, poorly fitted or top-dose-only effect, or another doubt; inactive = no such curve, though single readings can be large; an effect the other way counts as inactive or inconclusive. Only part of the results is shown. The share of hits here may be higher or lower than overall.
# The line under a structure holds: GRP78 ERSR act | Vif-A3F inh | RXFP1 agonist | LDHA inh | PI4K2A inh | TrxR1 substrate | IDH1 R132H inh | Vif-A3G inh | USP1 inh
CC(C)(C)C(=O)NC(=S)N1CCCC1
 : -1% | 1% | -0.1% | -8 | 0 | 4% | 2% | -3% | -18%
CC1=NN(C(=O)c2csc(C)c2)C(O)(C(F)(F)F)C1 (configuration not stated)
 : 3% | -5% | 1.9% | -2 | 0 | -4% | 4% | 0% | -16%
COc1ccc(N=C2SC(C(=O)Nc3ccc(F)cc3)CC(=O)N2C)cc1 (configuration not stated)
 : -3% | -1% | -2.1% | -4 | 2 | 7%[57.1 µM] | 3% | -2% | -17%
COc1cc(C(=O)NCC(=O)NC(C)c2ccc(-n3ccnc3)cc2)cc(OC)c1OC (configuration not stated)
 : -4% | 5% | -0.3% | 0 | -4 | 7% | 1% | 1% | -7%
COc1cnc(-c2ccccc2)nc1Oc1ccc(Cl)cc1C
 : -4% | 5% | -0.4% | -9 | 2 | -15% | 0% | 1% | 0%
CC(=O)C1=C(Nc2ccccc2)CC(C)(O)C(C(C)=O)C1c1ccccc1 (configuration not stated)
 : -5% | -5% | -0.5% | 1 | -6 | -7%[57.1 µM] | -2% | 2% | -1%
Cc1ccc(/C=N/NC(=O)c2nnn(-c3nonc3N)c2CSc2ccc(Cl)cc2)cc1
 : -3% | -9% | -1.5% | -15 | 2 | -9% | 7% | 0% | 4%
COc1ccc(/C=C2\SC(=S)N(CC(=O)OCC(=O)Nc3ccc([N+](=O)[O-])cc3OC)C2=O)cc1
 : -1% | 6% | 0.4% | -3 | -22 | 9%[57.1 µM] | 6% | 2% | -12%
N/N=C1\CCCc2c1[nH]c1ccc([N+](=O)[O-])cc21
 : -4% | 14% | -0.6% | 0 | -1 | -14%[11.4 µM] | 9% | -9% | -15%
CN1CCCC(C)(C(=O)Nc2ccc(-n3cccc3)cc2)C1 (configuration not stated)
 : -4% | · | · | -3 | 6 | · | · | 0% | ·
Cc1cc(S(=O)(=O)NCC(c2ccco2)S(=O)(=O)c2cccs2)ccc1F (configuration not stated)
 : 0% | 1% | 1.0% | -11 | 8 | -2%[57.1 µM] | -5% | 3% | -25%
COc1cccc(C(=O)Nc2ccc3c(c2)n(C)c(=O)n3C)c1
 : 1% | 6% | -1.9% | -2 | 2 | -6% | 7% | -4% | -13%
Cc1cc(S(=O)(=O)N2CCC3(CC2)OCCO3)c(C)cc1Cl
 : -4% | 2% | -0.8% | -8 | 3 | -2% | 0% | 0% | -3%
O=C(NC1CCCCC1)c1ccc(S(=O)(=O)N2CCCC2)cc1
 : -4% | -12% | 0.7% | -4 | 1 | 0% | 1% | 3% | -3%
COc1ccc(-n2c(CCC(=O)O)ccc2-c2ccccc2)c(OC)c1
 : · | · | -0.4% | 3 | -1 | -3% | · | · | -16%
C[C@@H]1CN([C@@H](C)CO)S(=O)(=O)c2ccc(Br)cc2O[C@H]1CN(C)C(=O)Cc1cccnc1
 : -4% | 5% | · | -5 | -2 | · | -4% | -3% | -23%
CC(=O)c1cccc(NC(=O)Nc2nnc(N3CCCC3)s2)c1
 : -2% | 3% | -2.7% | -3 | -6 | -6% | 0% | 3% | 0%
Cc1noc(C)c1S(=O)(=O)Nc1ccc2c(c1)C(=O)N([C@H](C)CO)C[C@H](C)[C@@H](CN(C)C(=O)Nc1ccc(C(F)(F)F)cc1)O2
 : -2% | 6% | · | -1 | 9 | -7% | -3% | -4% | -2%
CCCN1C(=O)COc2ccc(-c3n[nH]c(=O)c4ccccc34)cc21
 : -3% | -10% | 0.0% | -4 | -1 | 9% | 0% | -10% | -19%
CC(=O)Nc1ccc(NC(=O)CSc2nc3ccccc3c(=O)n2CCCN2CCOCC2)cc1
 : -2% | 6% | · | -2 | -9 | -6%[57.1 µM] | 6% | 1% | ?
CCCCn1c(N)c(N(Cc2ccccc2)C(=O)COc2ccccc2F)c(=O)[nH]c1=O
 : 0% | -18% | -0.1% | -9 | -5 | 1% | -1% | 1% | -8%
CCn1c(=O)c(=O)n(CC)c2cc(S(=O)(=O)Nc3ccc(C)cc3)ccc21
 : 3%&-4% | -3%&-2% | 7.9%&-1.8% | -3&-1 | -8&0 | -9%&-9% | -10%&-23% | -7%&3% | -10%&-15%
COc1ccccc1C(=O)C1CCCN(C(=O)CSc2ccccn2)C1 (configuration not stated)
 : -3% | -6% | -0.5% | 3 | -3 | 7%[57.1 µM] | 3% | -4% | -7%
CCNc1nc(N2CCOCC2)nc(N(c2ccccc2)c2ccccc2)n1
 : -3% | 0% | -1.1% | 0 | -1 | 13%[57.1 µM] | -2% | 1% | -14%
O=[N+]([O-])c1ccc(S(=O)(=O)Nc2ccc(-c3ccc(N4CCCC4)nn3)cc2)cc1
 : 1% | 2% | -0.6% | -2 | -6 | -10% | 1% | 2% | -23%
CC(=O)Nc1cccc(NC(=O)CSc2nccn2Cc2ccc3c(c2)OCO3)c1
 : -2% | 1% | 2.7% | -15 | 6 | 1%[57.1 µM] | 38%[activator] | 6% | -24%
Cc1noc(C)c1CSCC(=O)Nc1cc(Cl)ccc1N1CCOCC1
 : -2% | -6% | -1.2% | -6 | 5 | -9% | 8% | -6% | -6%
COCCn1nnnc1C(c1ccc(OC)cc1OC)N1CCN(c2ccccc2F)CC1 (configuration not stated)
 : 1% | 0% | -0.4% | -3 | -2 | 8%[57.1 µM] | 1% | -7% | -25%
COc1ccc(C(CC(=O)O)NC(=O)c2cccs2)cc1 (configuration not stated)
 : -4% | -1% | -0.4% | -1 | 3 | 2% | 14% | 1% | 3%
COc1cc(CCCN2CCNC[C@@H]2Cc2ccccc2)cc(OC)c1OC
 : -6% | -2% | -0.1% | 0 | 5 | 0% | -7% | -4% | ?

# Next part (2 carried over from the part before).
# The line under a structure holds: GRP78 ERSR act | Vif-A3F inh | RXFP1 agonist | LDHA inh | PI4K2A inh | TrxR1 substrate | IDH1 R132H inh | Vif-A3G inh | USP1 inh
COc1ccc(C(CC(=O)O)NC(=O)c2cccs2)cc1 (configuration not stated)
 : -4% | -1% | -0.4% | -1 | 3 | 2% | 14% | 1% | 3%
COc1cc(CCCN2CCNC[C@@H]2Cc2ccccc2)cc(OC)c1OC
 : -6% | -2% | -0.1% | 0 | 5 | 0% | -7% | -4% | ?
Cc1ccnc(NC(=O)CNC(=O)c2sc3ccccc3c2Cl)c1
 : 2% | -7% | 15% | -8 | 6 | 6% | -9% | -2% | -10%
OCCC1CN(Cc2cccn2-c2ncccn2)CCN1C1CCCC1 (configuration not stated)
 : -2% | 1% | 4.2% | -2 | -6 | -1% | 9% | 0% | -5%
Clc1ccc(C=NN2CCCCCC2)cc1Cl
 : 1% | 4% | · | -9 | -7 | -11% | 11% | 1% | -18%
COc1ccccc1CN1CCNC(=O)C1CC(=O)NCCCN1CCOCC1 (configuration not stated)
 : -3% | 3% | · | 0 | -3 | · | 3% | 0% | ?
O=C(OCCc1cc2ccccc2c(=O)o1)c1ccc(F)cc1
 : -2% | -6% | -1.5% | -5 | -3 | 5%[57.1 µM] | 10% | 3% | 18%
Cc1ccc(C(=O)Nc2ccc(S(=O)(=O)N3CCCC3)cc2)cc1
 : 5% | -3% | 1.7% | 4 | -10 | 8% | 2% | 5% | -17%
COC(=O)Cn1c2ccc(Cl)cc2c2nc(C)sc21
 : -4% | 13% | 0.5% | -7 | 6 | 9%[11.4 µM] | 9% | -4% | ?
CC(C)Cc1nc2sc3c(=O)[nH]cnc3c2c2c1CCCC2
 : -4% | -9% | 15% | -12 | -1 | -5% | -6% | 2% | -12%
Cc1ccccc1C(=O)Nc1ccc(O)c2c(=O)cc(-c3ccccc3Cl)oc12
 : -3%&0% | 2% | 0.0% | -11 | -2 | -2% | -7% | 2%&0% | 26%
Cc1ccc2c(c1)CC1(CN2C)C(=O)OC2(CCCCC2)OC1=O
 : -6%&-3% | 0% | -0.5% | 3&11 | -2 | 8%&5% | 6% | 0%&0% | ?
COC(=O)CCC/C=C1/SCC(NC(=O)c2ccccc2)C1NC(C)=O (configuration not stated)
 : -4% | 3% | -0.6% | -7 | -1 | 0% | 3% | 1% | -14%

# Structures from the list above containing a CF3 group (2):
# The line under a structure holds: GRP78 ERSR act | Vif-A3F inh | RXFP1 agonist | LDHA inh | PI4K2A inh | TrxR1 substrate | IDH1 R132H inh | Vif-A3G inh | USP1 inh
CC1=NN(C(=O)c2csc(C)c2)C(O)(C(F)(F)F)C1 (configuration not stated)
 : 3% | -5% | 1.9% | -2 | 0 | -4% | 4% | 0% | -16%
Cc1noc(C)c1S(=O)(=O)Nc1ccc2c(c1)C(=O)N([C@H](C)CO)C[C@H](C)[C@@H](CN(C)C(=O)Nc1ccc(C(F)(F)F)cc1)O2
 : -2% | 6% | · | -1 | 9 | -7% | -3% | -4% | -2%
